Integrin act MD – activates integrin-mediated alleviation for muscular dystrophy. alpha7betagal myoblasts, beta-gal FDG fluorescence, 48 h. Potency, µM (doses to about 38.3 µM), without a hit: at the top dose activation, hits mostly activators. actives 0.064% (n = 350,000);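 further: potency means the concentration at half of the fitted maximal effect; 100% = response of the positive control SU9516; nearly all actives have a fitted effect of over 60% in size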
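Alpha7betagal+/- myoblasts (passage 13) were plated 16-24 hr, then exposed to compounds (1:260 dilution of DMSO stock) for 48 hours at 37C. After MPER lysis, β-galactosidase reporter activity was read as FDG fluorescence (ex 480/em 540) after 30 minutes.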
TRPV1 ag – activates the human vanilloid receptor TRPV1 | Q8NER1 | TRPV1-expressing cells, Fluo-8 calcium influx, agonist mode | activation, % at 8.33 µM | actives 0.19% (n = 320,000) | AID 540275; in the data active means activation above about 80%; inconclusive means between about 30% and that limit; further: 0% is about no effect
Target sequence (Q8NER1 whole entry, looked up): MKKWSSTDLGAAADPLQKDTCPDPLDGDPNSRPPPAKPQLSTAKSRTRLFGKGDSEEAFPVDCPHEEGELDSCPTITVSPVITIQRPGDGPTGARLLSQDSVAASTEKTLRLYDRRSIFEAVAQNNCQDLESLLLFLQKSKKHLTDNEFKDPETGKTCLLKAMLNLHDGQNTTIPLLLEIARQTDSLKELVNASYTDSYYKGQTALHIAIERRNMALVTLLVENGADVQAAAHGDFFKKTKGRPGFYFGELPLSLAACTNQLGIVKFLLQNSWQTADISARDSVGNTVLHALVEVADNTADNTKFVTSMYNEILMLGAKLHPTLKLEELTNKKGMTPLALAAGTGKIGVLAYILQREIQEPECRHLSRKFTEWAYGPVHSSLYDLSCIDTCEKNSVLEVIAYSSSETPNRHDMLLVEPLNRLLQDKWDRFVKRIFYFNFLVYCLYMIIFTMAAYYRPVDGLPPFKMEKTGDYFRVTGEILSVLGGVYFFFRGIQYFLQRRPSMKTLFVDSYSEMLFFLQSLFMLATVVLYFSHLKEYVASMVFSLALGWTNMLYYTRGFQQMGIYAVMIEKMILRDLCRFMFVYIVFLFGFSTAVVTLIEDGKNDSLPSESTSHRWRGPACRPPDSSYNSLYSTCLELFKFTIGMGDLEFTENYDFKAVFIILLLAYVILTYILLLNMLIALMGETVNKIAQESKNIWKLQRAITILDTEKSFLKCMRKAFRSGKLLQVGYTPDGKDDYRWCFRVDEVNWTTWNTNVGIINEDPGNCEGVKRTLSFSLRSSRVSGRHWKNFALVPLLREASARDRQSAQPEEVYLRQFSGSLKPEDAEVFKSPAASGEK
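Fluo-8 calcium influx in TRPV1-expressing cells, kinetic read (ex 480/em 520 nm). Compound added and read 3 min for agonist activity, followed by capsaicin at EC20 final and 2 min further read for enhancement.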
A-T KAP1 phos – candidate therapy for ataxia-telangiectasia; […] A-T fibroblasts, KAP-1 phosphorylation AlphaLISA; neocarzinostatin DNA damage 30 min before lysis; Potency, µM (top dose mostly 57.5 µM), for the others: at the highest dose activation, most hits filed as activators; actives 0.19% (n = 320,000); further: potency means the concentration at half of the fitted maximal effect; % of control where 0% means no effect; nearly all actives have a fitted effect of over 45% in size
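ATM-like activity read as KAP-1 phosphorylation via AlphaLISA donor/acceptor antibody pairs after lysis and 6 hr at 25C. Cells were ATM-null patient fibroblasts ([…], hTERT), dosed 60 min, then exposed to the DSB inducer NCS for 30 min.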
B2AR arrestin – recruits beta-arrestin to the human beta2-adrenergic receptor | beta-arrestin recruitment to beta2AR, cell-based reporter | Potency, µM (series often up to 46.1 µM), for the others: at the top dose activation, actives largely listed as activators | actives 0.02% (n = 330,000);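 further: potency means the concentration at half of the fitted maximal effect; 0% = DMSO controls and full agonism = EC100 isoproterenol or metaproterenol; nearly all actives have a fitted effect of over 65% in size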
PTAP TSG101 blk – blocks PTAP/TSG101 interaction to inhibit HIV-1 budding; Q99816; Fluorescence polarization, FITC-PTAP peptide / Tsg101 binding; Potency, µM (series often up to 115 µM), inactives show at the top dose activity change, negative = inhibition, usual class: inhibitors; 340,000 tested, under 10 active; AID 493005; active means well fitted inhibition curve with a large enough effect in the main read-out, with a control signal flat, not every such curve was filed as active; inconclusive means small, poorly fitted or top-dose-only effect, or effect the other way, or a change in a side signal; inactive means no such curve, though single readings can be large or run the other way; further: potency means the concentration at half of the fitted maximal effect; % of control where 0% means no effect
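FP read-out: FITC-PTAP peptide, 50 nM final, binding Tsg101 binding domain, 10 uM final; 20 min, r.t.; 10 mM HEPES pH 7.5, 0.15 M NaCl, 0.01% Tween 20, 3 mM EDTA, 0.1 mM TCEP.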
BRCA1 expr act – increases BRCA1 expression; actives 1.1% (n = 380,000); AID 624202; Potency, µM (series often up to 46.1 µM), for the others: top-dose activation, usual class: activators; MCF7-BRCA1-FFLuc reporter, luminescence, 48 h; response scale: scaled: vehicle 0%, 10 µM genistein 100%; further: potency means the concentration at half of the fitted maximal effect; nearly all actives have a fitted effect of over 80% in size; some results filed as inactive show a strong effect at the top dose
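Cells: MCF7-BRCA1-FFLuc, 2000/well. Exposure: 48 h, 37 °C, 5% CO2. Read: luminescence, 15 min post-substrate. Controls: genistein 10 microM (maximal activation), DMSO (neutral).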
p53 reactivator – restores transcriptional activity of mutant p53. H1299 p53-A138V BP100-luciferase reporter, luminescence, 24 h. Potency, µM (doses to about 92.2 µM), without a hit: at the highest dose activity change, positive = activation, actives largely listed as activators. actives 0.063% (n = 320,000); further: potency means the concentration at half of the fitted maximal effect; % of control where 0% means no effect; nearly all actives have a fitted effect of over 45% in size
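p53-null H1299 cells stably carrying temperature-sensitive p53-A138V and a BP100-luciferase reporter were pinned with compounds (4-point, 1:5 series) and held 24 hrs at 37 deg C. Luminescence was read 10 min after detection reagent.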
ELG1 repair inh – inhibitors of ELG1-dependent DNA repair in HEK293T cells; HEK293T ELG1-luciferase reporter, luminescence, 16 h; DNA damage induced by 5-fluorouridine; Potency, µM (highest dose often 46.1 µM), inactives show at the highest dose activity change, negative = inhibition, usual class: inhibitors; actives 2.3% (n = 330,000); AID 504467; further: potency means the concentration at half of the fitted maximal effect; on the % scale 0 is the no-effect control and ±100 the full control effect; nearly all actives have a fitted effect of over 55% in size
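HEK293T cells expressing luciferase-tagged ELG1 (2,000/well) received 5-Fluorouridine plus compound or DMSO for 16 hr at 37 °C. Luciferase was read by ONE-Glo luminescence after 30 min at room temperature.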
MLL CXXC-DNA inh – inhibitors of human MLL CXXC domain-DNA interaction; MLL-CXXC / FITC-HOXA9 DNA fluorescence polarization; Potency, µM (highest dose often 115 µM), for the others: top-dose activity change, negative = inhibition, usual class: inhibitors; actives 0.037% (n = 290,000); AID 2662; active means well fitted inhibition curve with a large enough effect in the polarisation, with a control signal flat, not every such curve was filed as active; inconclusive means small, poorly fitted or top-dose-only effect, or effect the other way, or a change in a side signal; inactive means no such curve, though single readings can be large or run the other way; the % refers to the polarisation; further: potency means the concentration at half of the fitted maximal effect
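Steps: dispense CXXC domain solution (7 uM) → pin compounds or unlabeled HOX-A9 DNA control → 5 min ambient → add FLSN-HOX-A9 solution (50 nM) → spin → 30 min ambient → fluorescence polarization. Tris pH 7.5/NaCl/DTT/BSA buffer.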
TCR activator – activates T cell receptor signaling; primary human leukocytes, anti-CD3, IL-2 HTRF, 48 h; Potency, µM (highest dose often 9.22 µM), for the others: at the top dose activation of IL-2 secretion, hits mostly activators; 330,000 tested, under 10 active; AID 504894; further: % of control where 0% means no effect
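Primary human leukocytes were stimulated with a-CD3 beads plus compounds for 48 hr without co-stimulation; secreted IL-2 was quantified by HTRF using a-IL-2-K (europium cryptate) and a-IL-2-d2, excited at 320nm with acceptor emission read at 665nm.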
* marks the source's active call; other numbers are inactive results; ? = inconclusive; / = not tested or not shown; [ ] = another dose, or the depositor's remark. Unless noted, the call rests on the fitted dose curve; in most records, active means well fitted curve in the direction sought with a large enough effect; inconclusive means small, poorly fitted or top-dose-only effect, or another doubt; inactive means no such curve, though single readings can be large; an effect the other way counts as inactive or inconclusive. Compounds as they come; any-hit rate near 3.8%.

Values run as follows: Integrin act MD, TRPV1 ag, A-T KAP1 phos, B2AR arrestin, PTAP TSG101 blk, BRCA1 expr act, p53 reactivator, ELG1 repair inh, MLL CXXC-DNA inh, TCR activator
CC(Oc1ccccc1)C(=O)Nc1c2c(nn1-c1ccccc1)CS(=O)C2 (stereo unspecified)
    4.7%, -1.9, -2.2%, 6.9%, -2.6%, -0.4%, -0.1%, 17.4%, -19.9%, -1.5%
O=C(NC(C(=O)c1ccccc1)n1cnccc1=O)c1ccccc1 (stereo unspecified)
    -17.1%, -1.0, 5.8%, -0.4%, -3.4%, 57.7%, 1.7%, ?, -0.7%, -2.2%
Cc1ccc(NCC(=O)c2ccc([N+](=O)[O-])cc2)cc1
    -17.7%, 11.2, -2.4%, 2.7%, 0.1%, 50.6%, 20.1%, ?, -3.3%, /
O=C(CSc1nnc(Nc2ccccc2)s1)NCC1CCCO1 (stereo unspecified)
    9.7%, 0.9, -3.8%, -0.1%, -2.5%, 7.5%, -0.9%, -9.9%, /, -8.3%
CC(C)CCNC(=O)CCn1c(=S)oc2ccccc21
    -11.1%, 5.4, -1.9%, -0.1%, -0.4%, 0.3%, -1.0%, 9.8%, -6.6%, -3.1%
COc1ccc(COCC(O)CN2CCN(S(=O)(=O)c3c(F)cccc3F)CC2)cc1OC (stereo unspecified)
    0.2%, /, /, /, -5.2%, -12.7%, /, /, /, 0.1%
CCCC(=O)Nc1cccc(C(=O)Nc2nccs2)c1
    9.5%, 4.4, -2.4%, -0.2%, -2.1%, 21.2%, 15.0%, -7.0%, 8.8%, 0.2%
C/C=C(\C)C(=O)NCCN1C2=NC[C@H](Cc3ccc(O)cc3)N2C[C@H]1Cc1ccc(O)cc1
    -13.3%, 1.1, 29.8%, -0.3%, 0.3%, 0.0%, -0.1%, -11.5%, 4.1%, 8.6%
COc1ccc(C(=O)NNC(=O)COc2ccc(Cl)cc2C)cc1S(=O)(=O)N1CCOCC1
    -6.8%, 1.0, -1.5%, -0.1%, -3.1%, -14.7%, -3.1%, 15.9%, /, -8.4%
O=C1c2ccccc2C(=O)N1CCCC(=O)N1CCCc2ccccc21
    9.5%, 0.8, -3.4%, -0.3%, 1.5%, 3.4%, 14.2%, 8.0%, 8.4%, 33.3%
CCCCNC(=O)N1CCN(c2ccccc2OCC)CC1
    40.3%, -2.3, 5.4%, -0.6%, 2.8%, -13.2%, -5.9%, -9.8%, 1.5%, -4.3%
O=C(Cn1cnc2cc([N+](=O)[O-])ccc2c1=O)NC1CCS(=O)(=O)C1 (stereo unspecified)
    -1.0%, -1.4, -0.3%, 0.1%, -3.0%, -4.1%, 1.8%, -2.6%, 0.7%, -1.4%
COc1ccc(N2CCC(CNC(=S)Nc3cccc(C)c3)C2)cc1 (stereo unspecified)
    -4.7%, 8.6, -0.4%, -0.5%, -4.9%, -12.6%, 1.6%, -3.5%, 2.5%, -3.8%
O=C(COC(=O)c1n[nH]c(=O)c2ccccc12)c1ccccc1
    27.6%, -2.6, -0.4%, 0.0%, -11.9%, 14.7%, -5.4%, 1.8%, 9.2%, -4.0%
Cc1noc(C)c1CCC(=O)N1CCCC(CCC(=O)NCc2ccc(F)c(F)c2)C1 (stereo unspecified)
    9.4%, -2.9, -0.1%, 0.1%, -4.8%, -25.5%, 7.8%, 8.9%, 40.4%[activator], -7.7%

Results in TCR activator and Integrin act MD (two entries from above):
molecule	TCR activator	Integrin act MD
COc1ccc(C(=O)NNC(=O)COc2ccc(Cl)cc2C)cc1S(=O)(=O)N1CCOCC1	-8.4%	-6.8%
O=C1c2ccccc2C(=O)N1CCCC(=O)N1CCCc2ccccc21	33.3%	9.5%

Next section:
Values run as follows: Integrin act MD, TRPV1 ag, A-T KAP1 phos, B2AR arrestin, PTAP TSG101 blk, BRCA1 expr act, p53 reactivator, ELG1 repair inh, MLL CXXC-DNA inh, TCR activator
Oc1ccccc1-c1nc(N2CCCC2)c2ccccc2n1
    11.6%, 1.8, /, 0.0%, -2.8%, 17.9%, -0.4%, -2.8%, 6.0%, /
O=C(Cc1ccccc1)NCCSCc1ccccc1
    -9.2%, 17.3, -5.6%, 5.5%, -3.1%, 40.7%, 17.7%, ?, 1.1%, 11.5%[46.1 µM]
O=C(NCc1ccc(Cl)cc1)C(=O)NCC1OCCN1S(=O)(=O)c1cccs1 (stereo unspecified)
    -17.0%, -2.7, 10.1%, -0.5%, -3.1%, -0.3%, -1.2%, -8.3%, 7.2%, 0.5%
COC(=O)c1ccc(COc2ccc(-c3nnn(CC(N)=O)n3)cc2)cc1
    -29.6%, -0.2, -0.1%, 0.1%, 0.2%, 37.1%, -1.2%, 0.8%, 6.4%, -0.8%
CCn1ncc(-c2cc(C(=O)O)no2)c1C
    ?, 2.5, 5.6%, 0.0%, 3.6%, -39.1%, -1.7%, 2.6%, -1.0%, 3.6%
CC(=O)C1=C(c2ccccc2)NC(=O)NC1c1ccccc1OCC(=O)Nc1ccccc1 (stereo unspecified)
    -19.3%, ?, /, -0.5%, -1.7%, 18.4%, 3.0%, -23.4%, -2.5%, -6.3%
CC(=O)C(Sc1nn(C)c(=S)s1)C(=O)Nc1ccccc1 (stereo unspecified)
    -52.4%[inhibitor], 1.9, -5.0%, -0.6%, -5.3%, 68.1%, ?, ?, 35.2%[activator], 0.8%
CCOC(=O)N1CCC(NC(=O)CS(=O)(=O)Cc2nc(-c3ccccc3C)oc2C)CC1
    0.1%, -1.0, 21.6%, -0.1%, 1.3%, -25.4%, 2.3%, ?, 10.4%, -2.2%[46.1 µM]
COc1ccc(CCCNC(=O)C2CCC(=O)N(Cc3ccc(Cl)cc3)C2)cc1 (stereo unspecified)
    27.1%, 9.8, -3.1%, 0.4%, -3.1%, 1.2%, /, ?, -4.2%, 8.7%
CCCOc1ccc(/C=N/NC(=S)Nc2ccccc2[N+](=O)[O-])c(O)c1
    -24.7%, 0.3, -12.3%, -0.6%, 0.8%, -90.9%, ?, ?, 6.2%, -0.4%[46.1 µM]
CCC(=O)Nc1ccc(C(=O)CSc2nnc(-c3ccc(O)cc3)n2CC2CCCO2)cc1OC (stereo unspecified)
    -26.9%, 1.0, 3.4%, -0.4%, -3.1%, -11.8%, 3.6%, 3.4%, -1.3%, 3.3%
CCCCC(=O)Nc1ccc(C(=O)NCCc2ccccc2)cc1
    0.0%, 29.9, 0.7%, -0.5%, -2.4%, ?, 16.7%, ?, 28.3%, -1.0%[46.1 µM]
COc1ccc2oc(=O)c(C(=O)Nc3ccccc3O)cc2c1
    2.5%, -1.3, -3.0%, -0.8%, -0.3%, ?, 6.7%, ?, -3.0%, -2.0%
COc1cc(OC)cc(C(=O)NNC(=O)CCC(=O)c2cc(C)sc2C)c1
    -12.6%, /, -4.4%, -0.2%, -2.7%, -10.9%, 4.5%, -1.3%, /, 2.6%
Cc1cc(C)c(COc2ccc(/C=N/n3c(C)n[nH]c3=S)cc2)c(C)c1
    14.2%, 0.0, -5.8%, 4.8%, -6.8%, -2.5%, 8.6%, -4.7%, 25.6%, -10.1%[46.1 µM]
CCC/C(=C1/C(=O)CC(C)(C)C(C(=O)OC)C1=O)N1CCCC1 (stereo unspecified)
    21.5%, 2.2, /, -0.3%, -4.3%, -14.2%, 16.9%, 16.2%, -4.2%, -1.1%
CC(NC(=O)Cc1ccc(S(=O)(=O)N2CCOCC2)s1)c1ccc(Br)cc1 (stereo unspecified)
    6.0%, /, /, /, -5.1%, -18.3%, /, /, /, 15.1%
CN(CCC1CCOCC1)Cc1nc(Cc2ccccc2F)no1
    -6.2%, -4.2, -3.8%, 0.0%, -1.7%, 22.0%, -0.1%, 9.1%, -0.7%, 1.2%
CCOc1ccc(N2C(=O)CC(n3ccc(C)n3)C2=O)cc1 (stereo unspecified)
    13.7%, 0.1, -0.9%, -0.6%, -19.4%, 2.0%, 1.9%, 0.3%, -2.2%, 2.3%[46.1 µM]
COc1cccc(CNC(=O)C2CCCN(S(=O)(=O)c3c(C)n[nH]c3C)C2)c1 (stereo unspecified)
    -23.1%, 0.8, 5.5%, 0.2%, -1.3%, -22.4%, -1.8%, -16.8%, -0.5%, -1.6%
Cc1noc(C)c1C(=O)Nc1ccc(-c2nnc3n2CCCCC3)cc1
    20.4%, -3.9, -3.8%, -0.9%, -1.8%, -7.2%, -4.7%, 12.9%, /, 8.8%
Oc1ccc2ccccc2c1C=Nc1ccccc1
    0.3%, -6.5, 6.9%, -0.3%, -5.5%, -28.9%, 12.0%, 5.0%, ?, 2.4%
O=C(OCc1nc2ccccc2s1)C1CCN(C2=NS(=O)(=O)c3ccccc32)CC1
    -4.8%, 10.2, 5.9%, -0.4%, -0.2%, 10.1%, ?, ?, 15.9%, 0.1%

Screening results (PubChem BioAssay)
